AmpC no deterg – blocks E. coli AmpC beta-lactamase in detergent-free assay | P00811 | AmpC nitrocefin hydrolysis, absorbance 480 nm, 0.0001% Triton | Potency, µM (titrated, usually from 57.1 µM), for the others: at the top dose activity change, negative = inhibition, usual class: inhibitors | 0.52% of 330,000 active | AID 485341;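 note: potency is the fitted concentration of half-maximal effect; plate controls were no compound for no effect and no enzyme for full effect; nearly all actives have a fitted effect of over 20% in size; some results filed as inactive show a strong effect at the top dose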
Target sequence (P00811 whole entry, looked up): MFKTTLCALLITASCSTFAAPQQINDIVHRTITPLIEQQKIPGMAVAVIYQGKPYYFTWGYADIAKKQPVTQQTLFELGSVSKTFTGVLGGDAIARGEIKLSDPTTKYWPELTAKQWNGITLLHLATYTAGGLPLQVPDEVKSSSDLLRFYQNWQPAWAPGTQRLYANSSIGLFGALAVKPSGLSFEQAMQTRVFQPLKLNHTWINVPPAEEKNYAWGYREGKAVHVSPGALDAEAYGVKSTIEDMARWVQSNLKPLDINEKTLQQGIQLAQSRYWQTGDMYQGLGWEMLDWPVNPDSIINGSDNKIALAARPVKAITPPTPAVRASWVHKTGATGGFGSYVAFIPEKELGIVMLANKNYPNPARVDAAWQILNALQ
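AmpC (5.3 nM in the dispensed reagent) in 20 mM phosphate pH 7.0 with 0.01% (detergent screen) or 0.0001% Triton X-100 was preincubated with compounds for 15 min at room temperature. Nitrocefin was then added from an 800 uM solution, and hydrolysis was followed at 480 nm.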
FBPA Giardia inh – blocks Giardia fructose-bisphosphate aldolase activity | purified Giardia FBPA | 0.71% of 290,000 active | AID 2451 | Potency, µM (titrated, usually from 59.6 µM), inactives show top-dose activity, negative = inhibition, actives largely listed as inhibitors | A8B2U2; note: potency is the fitted concentration of half-maximal effect; nearly all actives have a fitted effect of over 55% in size
Target sequence (A8B2U2 whole entry, looked up): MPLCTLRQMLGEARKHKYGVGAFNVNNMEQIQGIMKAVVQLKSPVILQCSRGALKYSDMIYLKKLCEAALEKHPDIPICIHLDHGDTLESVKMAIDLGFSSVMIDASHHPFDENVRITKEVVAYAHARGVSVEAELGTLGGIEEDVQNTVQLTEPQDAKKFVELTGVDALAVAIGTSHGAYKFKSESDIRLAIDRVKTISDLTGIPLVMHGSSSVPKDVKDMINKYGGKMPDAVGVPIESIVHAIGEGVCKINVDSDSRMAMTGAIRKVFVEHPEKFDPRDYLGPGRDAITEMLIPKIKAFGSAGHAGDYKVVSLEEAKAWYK
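Giardia FBPA (40 nM reagent) was preincubated 10 min at RT with compound (up to 57.5 uM final), then substrate plus GAPDH/TPI/NAD/arsenate coupling system with diaphorase/resazurin was added; resorufin fluorescence (525/598 nm) was read after 20 min.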
HCV inh – blocks hepatitis C virus; 3.4% of 340,000 active; Huh7.5.1 HCVcc-Cre infection, luciferase reporter, 44 h; Potency, µM (top dose mostly 41.8 µM), for the others: at the top dose activity change, negative = inhibition, actives largely listed as inhibitors; AID 651820; note: potency is the fitted concentration of half-maximal effect
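Reporter virus HCVcc-Cre (~0.5 moi) infects cells exposed to compound; seeding density 1,000 cells/well with 4 h settling beforehand. Luminescence, 15 sec read, taken 44 h post-infection following a 15 min RT substrate incubation.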
Sm TGR inh – inhibitors of Schistosoma mansoni thioredoxin glutathione reductase; Potency, µM (highest dose often 114 µM), inactives show top-dose activity change, negative = inhibition, usual class: inhibitors; purified TGR, DTNB reduction, TNB absorbance 405 nm; Q962Y6; 3% of 360,000 active; note: potency is the fitted concentration of half-maximal effect; nearly all actives have a fitted effect of over 60% in size
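Kinetic colorimetric format: TGR-catalysed, NADPH-driven DTNB reduction monitored via TNB absorbance. Enzyme dispensed at 20 nM; compound exposure 15 min at room temperature before reaction start.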
HCMV antiviral – inhibitors of human cytomegalovirus. HFF cells, HCMV-luciferase reporter, 72 h; hits give low values. 4.5% of 410,000 active. activity change, negative = inhibition, % at 57.5 µM; in the data active = activity change below about -60%; inconclusive = no clear call, values can overlap the other calls; inactive = above about -39%
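Screen run at 2 compound doses on HFFs infected with reporter HCMV, MOI 1 PFU/cell. Luciferase activity from cell lysates at 72 h post infection gave inhibition relative to buffer-only and Salinomycin wells.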
AmpC detergent – blocks E. coli AmpC beta-lactamase in detergent assay | P00811 | Potency, µM (doses to about 114 µM), for the others: at the top dose activity change, negative = inhibition, usual class: inhibitors | AmpC hydrolysis of nitrocefin, absorbance 480 nm, 0.01% Triton | AID 485294 | 0.041% of 370,000 active;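 note: potency is the fitted concentration of half-maximal effect; 0% = no-compound wells and -100% = no-enzyme wells; nearly all actives have a fitted effect of over 25% in size; some results filed as inactive show a strong effect at the top dose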
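20 mM phosphate pH 7.0 + 0.01% (detergent screen) or 0.0001% Triton X-100; 5.3 nM AmpC reagent; cpd preinc 15 min RT; nitrocefin (800 uM stock) to start; A480 q20 s × 4 min; Activity was normalised to no-enzyme and no-compound control wells.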
Active calls of the source: *; ? = inconclusive; · = no result given; & = joins results of further samples; [ ] = another dose, or the depositor's remark. Unless noted, calls come from the whole dose curve; as a rule, active = well fitted curve in the direction sought with a large enough effect; inconclusive = small, poorly fitted or top-dose-only effect, or another doubt; inactive = no such curve, though single readings can be large; an effect the other way counts as inactive or inconclusive. Unless noted, % is set by controls: 0 for no effect and ±100 for the full control effect.

SMILES	AmpC no deterg	Sm TGR inh	FBPA Giardia inh	HCMV antiviral	HCV inh	AmpC detergent
Cc1n[nH]c(C)c1CCCOc1ccccc1	-13.9%	-1.3%	-13.1%	-25.3	-9.6%	3.1%
COc1ccccc1CNC(=O)CCCC(=O)n1nc(C)c2ccccc21	24.4%	-28.8%	3.0%	19.3	-11.4%	-11.0%
Cc1ccccc1-c1nnc(SCC(=O)NCc2ccc3c(c2)OCO3)n1C	-13.7%	-18.6%	1.7%	-3.0	1.9%	?
CCCCOc1ccc(C(=O)N/C(=C\c2ccc(OC)cc2)C(=O)OCc2ccco2)cc1	-15.7%	8.5%	-0.8%	36.9	-6.9%	-6.7%
CCc1nnc(NC(=O)CCC(=O)N2CCN(c3cccc(Cl)c3)CC2)s1	92.0%[activator]	4.9%	2.5%	-28.8	-7.7%	-12.1%
O=S1(=O)CCN(Cc2ccc(F)cc2)CC1	-20.4%[2.29 µM]	0.4%	1.0%	-6.1	2.1%	1.7%
O=C(CC1C(=O)NCCN1Cc1ccc(F)cc1)NC1CCCCCCC1 (configuration not stated)	91.5%[activator]	?	·	-6.5	6.2%	1.1%
COc1ccc(NC(=O)CSc2nc(O)c(Cc3ccccc3)c(=O)[nH]2)cc1	-26.5%	-6.8%	-11.6%	-2.7	4.9%	?
O=C1/C(=N\O)Cc2ccccc21	10.4%	0.2%	0.2%	24.7	-4.9%	-6.3%
COc1ccc(-c2cnc[nH]2)cc1	-10.5%	3.3%	0.2%	0.0	19.4%	-12.8%
Cc1ccc(C(=O)NNC(=O)COC(=O)COc2ccccc2C#N)cc1	-14.6%	0.0%	·	115.0	-5.5%	-4.4%
Cc1ccc(-n2c(Cc3noc4ccccc34)n[nH]c2=S)cc1	-8.7%	19.6%	17.2%	-11.3	18.7%	6.2%
COc1ccc(F)cc1S(=O)(=O)Nc1cc2c3c(c1)CCC(=O)N3CCC2	-16.1%	-1.4%	·	-8.6	-18.3%	-2.2%
COc1ccc(O[C@H]2C=C[C@@H](c3ccccc3)O[C@@H]2COC(=O)CCC(C)=NO[C@@H]2O[C@H](COC(C)=O)[C@@H](OC(C)=O)[C@H](OC(C)=O)[C@H]2OC(C)=O)cc1	232.6%[activator]	-28.8%	-1.8%	·	3.2%[8.37 µM]	?
Cc1ccc(CNC(=O)CCCn2c(=O)c3ccccc3n(CC(=O)NC3CCCC3)c2=O)cc1	-8.5%	5.6%	5.3%	27.4	2.0%&16.1%	?
CC[C@]12c3[nH]c4ccc(Cl)cc4c3CCN1C(=O)[C@@H](CC(=O)NCCN1CCOCC1)C[C@@H]2C(=O)N1CCN(C(=O)C2CC2)CC1	252.1%[activator]	·	·	-12.7	17.4%	·
COc1ccc2cc(-c3nc(-c4ccc(N(C)C)cc4)no3)c(=O)oc2c1	·	-3.2%	·	-39.0	·	11.8%
COc1ccccc1COn1c(=O)c(-c2ccco2)[n+]([O-])c2ccccc21	-42.0%	14.1µM*	-13.2%	?	-12.7%	1.1%
CC(C)c1ccc(Cn2c(COc3ccccc3)nc3ccccc32)cc1	·	12.0%	·	57.2	·	2.9%
CCCCNC(=O)C1CCCN1C(=O)Nc1ccccc1 (configuration not stated)	-8.1%	2.2%	1.3%	45.6	9.6%	0.8%
COc1ccc(C(=O)NC2CC2)cc1OC1CCN(Cc2ccc(SC)cc2)CC1	19.7%	0.0%	7.4%	-8.2	-10.8%	2.1%
COc1ccc(CCN2C(=O)NC(NC(=O)C(C)(C)C)(C(F)(F)F)C2=O)cc1OC (configuration not stated)	-6.3%	-7.4%	2.7%	?	-4.6%	-6.8%
C=CCNC(=O)NC(=O)COn1nnc2ccc(S(=O)(=O)N(C)C)cc21	-16.2%	-7.9%	1.9%	48.5	11.8%	-14.8%
O=C(Nc1ccccc1Cc1ccccc1)c1ccccc1F	-26.6%	1.8%	-1.5%	-18.3	-4.2%	3.0%
O=C(COC(=O)c1ccc(S(=O)(=O)Nc2ccccc2)cc1)NCc1ccco1	-28.0%	-30.4%	2.1%	66.1	1.6%	-8.4%
COc1cc(C(C)=O)ccc1OCC(O)CN1CCN(S(=O)(=O)c2ccccc2)CC1 (configuration not stated)	49.3%	2.9%	-6.2%	37.2	-23.4%&-2.3%	-5.7%
CCc1nn(CC(=O)NCCN(CC)CC)c(=O)c2cc3occc3n12	·	-12.9%	·	-21.0	·	-3.6%
Cc1ccc(OCC(=O)N/N=C\c2cccn2C)c([N+](=O)[O-])c1	-4.8%	1.8%	4.3%	25.9	-23.9%	0.0%
C#CCNc1nc(C)nc2c1nnn2Cc1ccccc1F	-17.2%	-0.9%	3.0%	25.7	-7.9%	-20.3%
CC(=O)NCc1ccc(C(=O)O)cc1	-9.8%	-1.3%	-0.8%	-24.5	5.8%	0.0%
O=C(O)CC/C(=C\c1cc([N+](=O)[O-])ccc1Cl)c1nc2ccccc2s1	-6.5%	4.7%	18.2%	5.8	-9.7%	-12.5%
Cc1[nH]n(C(N)=S)c(=O)c1N=Nc1ccc([N+](=O)[O-])cc1Cl	-16.4%	-36.0%	16.8%	-6.6	-4.4%	0.2%
Fc1ccccc1/C=N/Nc1nn[nH]n1	-0.6%	-3.6%	?	25.3	22.6%	3.0%
Cc1nnc2n1N=C(c1ccc3c(c1)NC(=O)CO3)CS2	-16.7%	?	-9.7%	58.6	15.5%	5.9%
CCC1CCc2sc(C(=O)N(C)CC(=O)Nc3ccc(OC)cc3)cc2C1 (configuration not stated)	12.7%	-6.2%	·	?	-1.7%	-12.0%
CCCOCc1ccc(O)c2ncccc12	-8.8%	28.2µM*	?	-103.7*	5.62µM*	-7.2%
CN1CCN(NC(=O)c2cccs2)CC1	-10.1%	-0.3%	-2.1%	-10.3	6.4%	1.1%
COc1cc2cnc(C3=CCCCC3)cc2cc1OC	55.8%	·	·	7.3	-26.0%	·
N#Cc1ccc(S(=O)(=O)Nc2ccccc2N2CCOCC2)cc1	0.8%	·	·	-0.7	-1.8%	·
CN(C)CCCNc1ncnc2c1c(-c1ccccc1)cn2-c1ccccc1	154.8%[activator]	-25.8%	2.1%	4.1	?	?
NC(=O)c1cc(Cl)ccc1OCC(=O)Nc1ccc2c(c1)OCO2	-19.4%	-1.0%	·	28.0	0.3%	-23.2%
CCOC(=O)C1=C(C)OC(N)=C(C#N)C1c1cc(F)ccc1F (configuration not stated)	-16.9%	-7.1%	-2.3%	31.9	25.4%	-8.2%
CCOC(=O)N1C2=NC(C(=O)OC)=C(C(=O)OC)[C@@H]3N(C)c4ccccc4[C@]23C[C@H]1C(=O)OC	103.6%[activator]	18.7%	8.5%[12.9 µM]	-0.4	-0.9%	-0.5%
Cc1ccccc1NS(=O)(=O)c1c(C(=O)N2CCCCCC2)c(C)n(C)c1C	45.9%	-0.4%	7.5%	8.2	6.0%	?
CC(C)CC(NS(=O)(=O)c1ccccc1)C(=O)O (configuration not stated)	-2.7%	1.1%	0.1%	-10.5	5.4%	-2.2%
O=C(O)c1cc(N/N=C/C=C/c2ccccc2)ccc1Cl	-36.9%	34.4%	6.0%	128.3	3.8%	4.4%
O=C(O)c1cc(NC(=O)c2ccc3c(c2)C(=O)N(Cc2ccccc2)C3=O)cc(C(=O)O)c1	-15.1%	0.0%	·	24.3	·	1.4%
CC(C)(C)OC(=O)N1CCC(c2c(C(=O)N3CCCCC3)cnn2-c2ccc(F)cc2)CC1	·	-0.9%	·	14.8	·	6.4%
COc1ccccc1/C=C(\C#N)c1nc(-c2cc3ccccc3oc2=O)cs1	·	0.6%	·	11.3	·	10.8%
O=C(COc1ccc(F)cc1F)Nc1cccnc1	-3.3%	-7.3%	·	-34.3	10.1%	5.3%
C(=N\n1cnnc1)/c1nc2ccccc2[nH]1	-6.6%	2.9%	-12.8%	64.2	-22.0%	-0.5%
CN(C)CCNC(=O)c1cc2cc(Br)ccc2oc1=O	2.6%	5.8%	-1.3%	46.1	-10.6%	7.5%
CN(Cc1ccccc1)CC(O)COc1ccc(CNCc2cccnc2)cc1 (configuration not stated)	-24.0%	-21.4%	4.8%	-34.7	?	?
Cc1onc(-c2c(F)cccc2Cl)c1C(=O)Nc1ccc(OC(C)C)cc1	·	10.9%	·	-6.9	·	9.1%
CC(C(=O)Nc1nc2ccccc2[nH]1)N1C(=O)C2CC=CCC2C1=O (configuration not stated)	-21.0%	0.0%	-1.3%	-1.0	1.5%	-10.9%
CCOc1ccc(Nc2cc(C(=O)NCc3ccccc3Cl)c3ccccc3n2)cc1	·	12.5%	·	-10.5	·	4.3%
CN(C(=O)CSc1nnnn1C)C1(C#N)CCCCC1	-6.7%	?	·	2.7	4.1%	?
Cc1cccc(NC(=O)c2ccc3nc(C(C)C)oc3c2)c1C	·	1.6%	·	-5.7	·	-2.9%
Cc1cc(C)cc(NC(=O)C(Cc2ccccc2)NS(=O)(=O)c2ccc3c(c2)CCC(=O)N3)c1 (configuration not stated)	·	-3.6%	·	-10.8	·	14.9%
CC1CCC(NC(=O)c2nn(C)c3c2CS(=O)(=O)c2ccccc2-3)CC1 (configuration not stated)	-2.5%	4.3%	·	-35.8	15.0%	-1.0%

Record cards (already shown):
COc1ccccc1/C=C(\C#N)c1nc(-c2cc3ccccc3oc2=O)cs1 reads AmpC no deterg: ·; Sm TGR inh: 0.6%; FBPA Giardia inh: ·; HCMV antiviral: 11.3; HCV inh: ·; AmpC detergent: 10.8%
Cc1onc(-c2c(F)cccc2Cl)c1C(=O)Nc1ccc(OC(C)C)cc1 reads AmpC no deterg: ·; Sm TGR inh: 10.9%; FBPA Giardia inh: ·; HCMV antiviral: -6.9; HCV inh: ·; AmpC detergent: 9.1%

Continuation.
SMILES	AmpC no deterg	Sm TGR inh	FBPA Giardia inh	HCMV antiviral	HCV inh	AmpC detergent
CCCCN(CC)C(=O)Cc1cn(C)c2ccccc12	28.5%	-7.2%	0.6%	16.5	2.7%	-12.0%
O=C1NC(=O)/C(=C\c2cn(CC(=O)N3CCOCC3)c3ccccc23)S1	-15.3%	1.9%	?	2.8	9.4%	-15.2%
CCC(C)NC(=O)Cn1c(=O)n(-c2cc(OC)cc(OC)c2)c(=O)c2ccccc21 (configuration not stated)	·	1.6%	·	5.5	·	4.8%
COc1cccc(CNC(=O)Cc2csc(NC(=O)Nc3ccccc3OC)n2)c1	-27.4%	0.3%	·	-17.0	5.62µM*	-7.9%
c1ccc2[nH]c(N3CCOCC3)nc2c1	-7.9%	0.0%	0.7%	20.7	-0.8%	-5.3%
COc1cccc(CNc2ccc3c(c2)CCC3)c1	-25.9%	-17.1%	?	-10.7	-4.3%	?
O=C(c1cc(Cl)nc2ccccc12)N1CCN(S(=O)(=O)c2cccc(C(F)(F)F)c2)CC1	3.0%	0.1%	·	23.5	7.3%	0.0%
Cc1ccc(CNc2cc(C(=O)O)ccc2Cl)s1	3.2%	-23.6%	17.2%	13.1	27.1%	-12.5%

From PubChem

Compounds as they come; 9.9% or so of the library scored in one or more.
